M. tuberculosis GlmU – inhibition of mycobacterial GlmU enzyme – biochemical, glucosamine-1-phosphate acetyltransferase (AID 1376) | M. tuberculosis GlmU acetyltransferase enzyme assay; higher % means a stronger effect | 220,000 tested, 0.25% active | one-dose inhibition, %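 (tested at 30 µM in the primary screen)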; IC50 in µM for titrated hits; in the data active = inhibition above about 13%;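 note: 0% = complete reaction with vehicle and 100% = reaction without substrate; strong numbers were not always called active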
RmlCD inh 1536 – M. tuberculosis RmlC/RmlD inhibition; 160,000 tested, 0.03% active; inhibition, % at 3.6 µM; RmlC+RmlD coupled enzyme assay, percent inhibition; primary screen in compound mixtures; in the data active = inhibition mostly above about 34%, no sharp cut-off; note: some results filed as inactive read as strong as hits
Target sequence (P9WH09 whole entry, looked up): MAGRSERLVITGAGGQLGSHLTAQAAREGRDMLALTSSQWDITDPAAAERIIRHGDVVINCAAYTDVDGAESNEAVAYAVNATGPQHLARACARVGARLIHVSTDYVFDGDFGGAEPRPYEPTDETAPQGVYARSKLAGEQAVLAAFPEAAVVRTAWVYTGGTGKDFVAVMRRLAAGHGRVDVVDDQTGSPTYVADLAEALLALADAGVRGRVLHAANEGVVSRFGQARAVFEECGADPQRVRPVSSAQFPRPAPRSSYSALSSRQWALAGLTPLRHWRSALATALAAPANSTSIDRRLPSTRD
Target sequence (P9WH11 whole entry, looked up): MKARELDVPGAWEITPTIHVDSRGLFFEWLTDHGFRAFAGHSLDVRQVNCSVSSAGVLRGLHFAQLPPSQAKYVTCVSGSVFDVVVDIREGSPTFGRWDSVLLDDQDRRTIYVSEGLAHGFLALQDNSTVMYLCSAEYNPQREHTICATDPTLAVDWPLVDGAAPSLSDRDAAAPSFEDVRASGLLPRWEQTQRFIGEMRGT
* marks the source's active call; other numbers are inactive results; · = no result given.

(1) Cc1ccccc1NC(=O)C1C2CCC(O2)C1C(=O)O (stereo unspecified)
(2) Cc1ccc(-n2c(=O)cc(N3CCN(C(=O)c4ccco4)CC3)[nH]c2=O)cc1
(3) COc1ccc(S(=O)(=O)Nc2cc(C)cc(C)n2)c2ccccc12
(4) N#C/C(C(=O)NCc1ccco1)=C1/SC=C(c2ccccc2)N1c1ccccc1
(5) Nc1ncnc2c1ncn2C1OC(CO)C(O)C1O (stereo unspecified)
(6) COc1ccc(/C=C/c2c([N+](=O)[O-])c(=O)n(C)c(=O)n2C)c(OC)c1
(7) CC(C)(O)C#Cc1ccc(C(=O)N2CCN(c3ccccc3)CC2)cc1
(8) COc1ccccc1NC(=O)CSc1nnc(-c2ccco2)n1Cc1ccco1

assay / compound,1,2,3,4,5,6,7,8
M. tuberculosis GlmU,-1.7%,-5.2%,3.9%,2.0%,-0.3%,-1.9%,-0.8%,5.6%
RmlCD inh 1536,·,·,12,·,47,·,-7,·

(9) COc1ccc(Cl)cc1-n1c(C)ccc1C
(10) COc1ccc(C(=O)CN(C(=O)c2ccc(Cl)cc2)N2C(=O)C3CCCCC3C2=O)cc1 (stereo unspecified)
(11) Cc1cc(=O)[nH]c(-c2ccc(C(F)(F)F)cc2)n1
(12) O=S(=O)(NC1CCCCC1Oc1ccccc1)c1ccccc1 (stereo unspecified)
(13) COc1ccc(NC(=O)Cn2nnc(C(=O)NCc3ccc4c(c3)OCO4)c2N)cc1
(14) COc1ccc(OC)c(C2/C(=C(/O)c3ccccc3)C(=O)C(=O)N2Cc2ccco2)c1 (stereo unspecified)
(15) COc1cccc(N2CCN(C(=O)Nc3ccc4c(c3)NC(=O)CO4)CC2)c1
(16) COC(=O)NCc1ccc2c(c1)OCO2

assay / compound,9,10,11,12,13,14,15,16
M. tuberculosis GlmU,5.8%,-2.4%,-3.1%,4.3%,-3.0%,-3.1%,1.3%,4.6%
RmlCD inh 1536,-4,2,-6,8,-11,14,-4,-12

(17) CCOc1ccc2nc(NC(=O)c3c([N+](=O)[O-])cnn3CC)sc2c1
(18) Cc1cc(C)c2c(c1)/C(=N/NC(=S)Nc1ccc(F)cc1)CCC2
(19) CCCCc1ccc(NS(=O)(=O)N(C)C)cc1
(20) COc1ccccc1N(O)C1CC(=O)N(c2ccc(Br)cc2)C1=O (stereo unspecified)
(21) O=C1CN(C(=O)COC(=O)c2ccccc2NC(=O)c2ccco2)c2ccccc2N1
(22) CNC(=S)N/N=C/c1ccc(-c2ccc(C(=O)O)cc2)o1
(23) Cc1cccc(NC(=O)C2C(C(=O)O)C3C=CC2C32CC2)c1C (stereo unspecified)
(24) O=C(CSc1ccc(Cl)cc1)NC1CCCc2ccccc21 (stereo unspecified)

assay / compound,17,18,19,20,21,22,23,24
M. tuberculosis GlmU,6.5%,3.9%,3.4%,8.2%,2.5%,6.8%,·,-4.0%
RmlCD inh 1536,·,4,-6,·,12,-7,-2,·

(25) O=C(Nc1ccc(C(=O)N2CCCCC2)cc1)c1ccc(Br)cc1
(26) COc1ccc(CNC(=O)c2sc(=S)n(-c3ccccc3)c2N)cc1
(27) NC(=O)/C(=C\c1ccncc1)c1cccc2ccccc12
(28) COc1ccc(C(=O)Nc2cc(OC)c(Cl)cc2Cl)cc1
(29) O=C1CC(C(=O)Nc2ccc(F)cc2)n2cnnc2N1 (stereo unspecified)
(30) O=C(c1ccccc1)C1CCc2occc2C1=O (stereo unspecified)
(31) S=C(c1ccc(N2CCCC2)cc1)N1CCCCC1
(32) Cc1ccc(/C=N/NC(=O)CNC(=O)c2cccc([N+](=O)[O-])c2C)o1

assay / compound,25,26,27,28,29,30,31,32
M. tuberculosis GlmU,3.0%,10%,4.3%,-1.2%,-6.0%,-4.2%,3.2%,-0.3%
RmlCD inh 1536,8,-4,·,9,-9,12,·,·

(33) Cn1cccc1C1C(C#N)=C(N)OC2=C1C(=O)CC(C)(C)C2 (stereo unspecified)
(34) O=C(O)C(CC1CCCCC1)N1CCS(=O)(=O)CC1 (stereo unspecified)
(35) N#Cc1c(NCCCO)nc(NCc2ccccc2)c2c1CCN(Cc1ccccc1)C2
(36) CCN(CC)CCn1c(=N)n(CCOc2ccccc2)c2ccccc21
(37) Cc1c(NC(=O)c2cc(-c3cccs3)on2)c(=O)n(-c2ccccc2)n1C
(38) CO/N=C(/CS(=O)(=O)c1ccc(Br)cc1)c1ccc(OC)cc1
(39) CCc1cccc2c1NC(=O)C21N2CCCC2C(C(=O)c2ccc3ccccc3c2)C12C(=O)Nc1ccccc12 (stereo unspecified)
(40) CCC1=C(OC(=O)N(CC)CC)N2C(=O)OC(=NCc3ccccc3)[C@]2(C)[C@H]2C1=CC[C@H]1C(=O)NC(=O)[C@H]12

assay / compound,33,34,35,36,37,38,39,40
M. tuberculosis GlmU,0.3%,1.4%,-3.2%,-4.5%,2.2%,-3.8%,-2.4%,-0.4%
RmlCD inh 1536,-13,-5,·,-14,-11,7,9,·

(41) CCN(Cc1ccccc1)C(=O)CSc1ccccc1C(=O)O
(42) COCC(=O)N(CCc1ccc(OC)c(OC)c1)Cc1cc2cc(C)ccc2nc1Cl
(43) CCOc1ccccc1C(=O)NCC(=O)NCCCc1ccccc1
(44) COc1ccccc1C(=O)N/C(N)=N/c1nc2ccccc2o1
(45) CN1CCN(C(=O)c2cc(-c3ccco3)on2)CC1
(46) O=C(CO/N=C/c1ccc(OC(F)F)cc1)NCc1ccc(F)cc1
(47) O=C(Nc1nc2c(F)cc(F)cc2s1)c1ccccn1
(48) CCOP(=O)(OCC)C(Nc1cccc([N+](=O)[O-])c1)c1ccccc1 (stereo unspecified)

assay / compound,41,42,43,44,45,46,47,48
M. tuberculosis GlmU,3.7%,-5.0%,2.1%,0.9%,3.2%,-0.2%,2.6%,3.1%
RmlCD inh 1536,7,-9,4,-3,8,9,7,-8

(49) CCCC(=O)c1cc2ccccc2oc1=O
(50) C[C@@H](C(=O)Nc1ccc2ccccc2c1)[C@H]1C[C@]1(C)[C@H](NC(=O)c1cnccn1)c1ccccc1
(51) O=C(COC(=O)c1cccc(O)c1)Nc1ccc(OC(F)F)cc1
(52) CCOC(=O)c1c(CC(C)C)csc1NC(=O)c1ccccc1C(=O)O
(53) CCOP(=O)(OCC)C(Nc1ccccc1)c1cccnc1 (stereo unspecified)
(54) Cc1ccc(NC(=O)COC(=O)Cc2ccsc2)cc1S(=O)(=O)N(C)C
(55) CC(=O)c1ccc(Cc2ccc(C(C)=O)cc2)cc1
(56) Cc1onc(-c2ccccc2)c1C(=O)Oc1cccnc1

assay / compound,49,50,51,52,53,54,55,56
M. tuberculosis GlmU,1.2%,-1.8%,4.9%,1.7%,11%,1.4%,-1.5%,0.0%
RmlCD inh 1536,6,·,-7,-1,3,·,4,·

(57) Cc1ccc(SCC(=O)NC2CC3CCC(C2)N3C)cc1 (stereo unspecified)
(58) O=C(NCc1ccco1)c1cc2ccccc2o1
(59) O=S(=O)(N/N=C/c1ccc(N2CCOCC2)cc1)c1ccc(Br)cc1
(60) CCOc1ccc(NC(=S)NCc2ccco2)cc1
(61) CCOC(=O)N1CCN(S(=O)(=O)c2ccc(C(=O)Nc3nnc(C)o3)cc2)CC1
(62) COc1ccc(OCC(=O)N2CCN(C3CCC(c4ccccc4)CC3)CC2)cc1 (stereo unspecified)
(63) CC(=O)c1cnc2nc(C(F)(F)F)nn2c1C
(64) COC(=O)C(CCSC)NC(=O)CNS(=O)(=O)c1ccc(Cl)cc1 (stereo unspecified)

assay / compound,57,58,59,60,61,62,63,64
M. tuberculosis GlmU,0.9%,-4.6%,-3.0%,3.6%,2.5%,5.6%,-0.8%,-0.6%
RmlCD inh 1536,20,104,·,2,-13,1,4,·

2 records drawn at random from the list so far, as already listed:
(59) O=S(=O)(N/N=C/c1ccc(N2CCOCC2)cc1)c1ccc(Br)cc1
(57) Cc1ccc(SCC(=O)NC2CC3CCC(C2)N3C)cc1 (stereo unspecified)

assay / compound,59,57
M. tuberculosis GlmU,-3.0%,0.9%
RmlCD inh 1536,·,20

Next part
(65) CC(C)(C)c1nc(NCc2ccc3c(c2)OCO3)c2nnn(Cc3ccccc3Cl)c2n1
(66) O=C(CCCCCNC(=O)c1ccccc1Br)N=Nc1c(O)[nH]c2ccccc12
(67) O=C(NCC1CCCO1)C1CCCN(S(=O)(=O)c2cccc3nsnc23)C1 (stereo unspecified)
(68) CC(C)(C)c1cc(CCC(=O)N2CCNCC2)c(C(C)(C)C)cc1O
(69) COc1cc(/C=c2\sc3nc(-c4ccncc4)nn3c2=O)ccc1OC(C)=O
(70) Cc1cccc2cc(/C=N/Nc3ccc(C(=O)O)cc3)c(Cl)nc12

assay / compound,65,66,67,68,69,70
M. tuberculosis GlmU,1.6%,-3.0%,7.9%,-3.3%,·,5.4%
RmlCD inh 1536,-8,-11,·,-5,1,-8

Filtered by structure, the compounds so far with a furan ring, fused or not (eleven)
(2) Cc1ccc(-n2c(=O)cc(N3CCN(C(=O)c4ccco4)CC3)[nH]c2=O)cc1
(4) N#C/C(C(=O)NCc1ccco1)=C1/SC=C(c2ccccc2)N1c1ccccc1
(8) COc1ccccc1NC(=O)CSc1nnc(-c2ccco2)n1Cc1ccco1
(14) COc1ccc(OC)c(C2/C(=C(/O)c3ccccc3)C(=O)C(=O)N2Cc2ccco2)c1 (stereo unspecified)
(21) O=C1CN(C(=O)COC(=O)c2ccccc2NC(=O)c2ccco2)c2ccccc2N1
(22) CNC(=S)N/N=C/c1ccc(-c2ccc(C(=O)O)cc2)o1
(30) O=C(c1ccccc1)C1CCc2occc2C1=O (stereo unspecified)
(32) Cc1ccc(/C=N/NC(=O)CNC(=O)c2cccc([N+](=O)[O-])c2C)o1
(45) CN1CCN(C(=O)c2cc(-c3ccco3)on2)CC1
(58) O=C(NCc1ccco1)c1cc2ccccc2o1

assay / compound,2,4,8,14,21,22,30,32,45,58
M. tuberculosis GlmU,-5.2%,2.0%,5.6%,-3.1%,2.5%,6.8%,-4.2%,-0.3%,3.2%,-4.6%
RmlCD inh 1536,·,·,·,14,12,-7,12,·,8,104

(60) CCOc1ccc(NC(=S)NCc2ccco2)cc1

assay / compound,60
M. tuberculosis GlmU,3.6%
RmlCD inh 1536,2

Screening results deposited in PubChem BioAssay by several laboratories.

A portion of the library; the hit share may differ from the screen's.
